NR2E3 agonist: inhibitors of NR2E3-RetCOR corepressor binding, primary screen, NR2E3 agonist project, biochemical, TR-FRET, GST-NR2E3, biotin-RetCOR; inhibition of corepressor binding, % at 4.78 µM; Photoreceptor-specific nuclear receptor (Homo sapiens), Q9Y5X4; AID 2300, 2010; 1536-well; 320,000 tested, 0.12% active;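 active = percent inhibition above the cutoff of mean plus 3 SD of all tested compounds, set per screening campaign, cut at about 20% in these data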;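 also: 0% = DMSO wells and 100% = biotin wells as full block of FRET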
Target sequence (Q9Y5X4 whole entry, looked up): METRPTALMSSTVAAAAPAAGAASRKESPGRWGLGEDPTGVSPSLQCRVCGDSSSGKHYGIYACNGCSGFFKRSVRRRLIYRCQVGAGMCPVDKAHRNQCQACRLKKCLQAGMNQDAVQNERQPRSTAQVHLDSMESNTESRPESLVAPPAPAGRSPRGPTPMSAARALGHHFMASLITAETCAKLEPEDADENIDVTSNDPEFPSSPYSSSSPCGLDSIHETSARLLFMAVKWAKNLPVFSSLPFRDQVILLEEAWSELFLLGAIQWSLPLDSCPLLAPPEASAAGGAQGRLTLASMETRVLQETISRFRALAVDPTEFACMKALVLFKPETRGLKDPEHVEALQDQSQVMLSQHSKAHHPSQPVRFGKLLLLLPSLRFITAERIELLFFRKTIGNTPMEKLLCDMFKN
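Format: 1536-well format; test system: GST-NR2E3 and biotin-RetCOR proteins; read-out basis: percent inhibition of TR-FRET ratio; timing: 5 h incubation at 4 °C; detection: time-resolved FRET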
Starred values were filed as active, the others as inactive. The list is partial (hit frequency here may not be typical).

SMILES	NR2E3 agonist
CCc1nnc(NS(=O)(=O)c2ccc(NC(=O)c3cc4ccccc4oc3=O)cc2)s1	0.7
COC(=O)[C@@H](NC(=O)O[C@@H]1C(=O)c2ccc(OC)cc2O[C@H]1c1cccc(C(F)(F)F)c1)C(C)C	3.4
CC(C)c1ccccc1NC(=O)Cn1c(/C=C/c2ccccc2)nc2ccccc21	-0.4
O=C(O/N=C/c1ccc2c(c1)OCO2)c1ccccc1Cl	-0.2
C=C1/C(=C\C=C2/CCC[C@]3(C)[C@@H]([C@H](C)CCCC(C)(C)O)CC[C@@H]23)C[C@@H](O)C[C@@H]1O	0.7
CCN(CC)CCCNc1nc(SC)nc2sc3c(c12)CCN(C)C3	0.4
CCN(CC)S(=O)(=O)c1ccc(OC)c(NC(=S)Nc2cc(C)ccc2C)c1	6.5
O=C(N/C(=C\c1cn(-c2ccccc2)nc1-c1ccc(Cl)cc1)C(=O)N1CCOCC1)c1ccccc1	-0.1
COc1cc2[nH]c3c(N4CCC(C(N)=O)CC4)ncnc3c2cc1OC	-0.5
Cc1nn(C2CCCO2)c(=O)nc1N (configuration not stated)	8.1
COc1ccccc1N1CCN(CCN2C(=O)CC(=C3c4ccccc4-c4ccccc43)C2=O)CC1	2.3
Cc1cnc(SCCc2ccncc2)nc1C	3.4
O=C(Nc1cccc(F)c1)c1cc(S(=O)(=O)N2CCC3(CC2)OCCO3)ccc1F	-2.2
Cc1ccc(NC(=O)C2CCCCC2)c(O)c1	5.3
Cc1ccc(/C(C#N)=C\c2cn(C)c3ccccc23)cc1	0.9
COc1ccc(OC)c(-n2c(=S)[nH]c3cc(C(=O)NCCCN4CCCC4=O)ccc3c2=O)c1	-0.7
CCOCCn1c(=NC(=O)c2cc(Cl)sc2Cl)sc2cc(S(N)(=O)=O)ccc21	0.7
CCOC(=O)n1cc(-c2cnc(CNC(=O)C(C)(c3ccccc3)c3ccccc3)o2)c2ccccc21	0.4
C#CCOCCOCCOCCNc1nc(N2CCN(C(=O)[C@H](CCC(=O)O)n3cc(C(N)CC(C)C)nn3)CC2)nc(N2CCN(C(=O)[C@H](Cc3ccc(O)cc3)n3cc(C(N)[C@H](C)CC)nn3)CC2)n1 (some centres not stated)	2.0
CCn1cc(C(=O)Nc2ccccc2)c(=O)c2ccc(C)nc21	-3.5
Oc1[nH]c2ccccc2c1N=Nc1ncnc2c1oc1ccccc12	1.9
O=Cc1cccc(OC(=O)c2ccc(Cl)cc2Cl)c1	5.5
CCOC(=O)C1=C(C)N=C2c3ccccc3C(=O)C2C1c1ccc(Br)cc1 (configuration not stated)	-1.0
C1CCN=C(NC23CC4CC(CC(C4)C2)C3)CC1	-1.2
Cc1ccnc(NC(=O)c2ccc(Cl)cc2Cl)n1	-2.0

(further entries)
SMILES	NR2E3 agonist
Cc1ccc[n+](CC(=O)c2ccccc2)c1	-0.1
Cc1ccc(S(=O)(=O)NCC2CCC(C(=O)NCCCOC(C)C)CC2)cc1 (configuration not stated)	2.6
O=C(Nc1ccccc1C(=O)N1CCNCC1)c1ccco1	5.0
CCN(Cc1cc2ccccc2[nH]c1=O)C(=O)c1cccc([N+](=O)[O-])c1	2.2
O=C(NC(=O)c1ccc(Cl)cc1)Nc1ccc(-c2cnco2)cc1	5.6
COc1ccc(C(=O)Nc2ccc3nc(N4CCCCC4)cc(C)c3c2)c(OC)c1	0.4
COc1ccccc1NC(=O)c1ccc(CSc2ncccn2)cc1	-0.6
COc1ccc2cc3c(N)c(C(=O)N4CCCC4)sc3nc2c1	-9.6
CS(=O)(=O)c1nc(-c2cccs2)cc(C(F)(F)F)n1	-0.8
Oc1ccc(-c2nnc(-c3ccccc3)c(-c3ccccc3)n2)cc1	1.7
O=C(N/N=C/c1cccs1)c1cccc(NC(=O)c2ccc(Cl)cc2)c1	2.5
CCOC(=O)C1C(=O)CC(C)(O)C(C(=O)OCC)C1c1ccc(Br)o1 (configuration not stated)	-2.7
COC(=O)C1=C(C)N(CCc2cc(OC)c(OC)c(OC)c2)C(=O)N[C@H]1c1ccc(Br)cc1	-0.8
CCOC(=O)CN1C(=O)N[C@@H](CCc2ccccc2)C(C(C)=O)=C1C	-1.4
CCCCOC(=O)C(C)Nc1n[nH]c(=S)[nH]c1=O (configuration not stated)	-1.0
Cc1cc(C)n(C(=O)c2ccncc2)n1	-1.4
CC1(C)CC(=O)C2=C(C1)N(c1ccc(F)cc1)C(=O)C2(NC(=O)c1ccccc1)C(F)(F)F (configuration not stated)	-0.2
COC(=O)c1cn(NC(=O)/C=C/c2cccc(OC)c2OC)c(=O)c2ccccc12	-0.8
C[C@@H]1O[C@@H](OC2C(O)C(OCCc3ccc(O)c(O)c3)OC(CO)C2OC(=O)/C=C/c2ccc(O)c(O)c2)[C@H](O)[C@H](O)[C@H]1O (some centres not stated)	14.9
Cc1cc(=O)[nH]c(N/N=C/c2ccc([N+](=O)[O-])cc2)n1	-1.5
CC(O)CCC(=O)NNC1=CC(=O)CC(C)(C)C1 (configuration not stated)	0.1
S=C(Sc1ccc(Cl)cc1)Sc1ccc(Cl)cc1	-2.9
COc1ccccc1-c1c(NC(=O)c2ccco2)n(C)c2ccccc2c1=O	-0.9
O=C(CNC(=O)/C=C/c1ccccc1)N=Nc1c(O)n(Cc2ccccc2)c2ccccc12	3.4
CCn1c(=O)c(-c2nc3ccccc3[nH]2)c(O)c2ccccc21	3.8

More compounds follow:
SMILES	NR2E3 agonist
O=C(c1ccc(-c2ccccc2)cc1)c1ccc([N+](=O)[O-])cc1	0.0
CCCNC(=O)c1c[nH]c2ccc(S(=O)(=O)N(C)c3ccc(OCC)cc3)cc2c1=O	2.4
Cc1cc2n(c1)CCn1c(C)ccc1-2	-0.3
CN(C)CCc1c[nH]c2ccc(C[C@H]3COC(=O)N3)cc12	-0.1
Cc1ccc(-c2ccc(/C=N/NC(=O)c3ccccc3O)o2)cc1	-2.0
CN(CC(=O)Nc1ccc(F)c(F)c1F)c1cnccn1	-3.8
CC(N=c1ccccn1C(=O)Nc1ccc(Cl)cc1)c1ccco1 (configuration not stated)	-2.5
COc1cc(NS(=O)(=O)c2ccc(NC(=O)c3ccc(S(=O)(=O)N4CCCC4)cc3)cc2)ncn1	-1.6
CC1(C)CC(=O)C=C(Nc2ccc3c(c2)CCC3)C1	2.7
C[C@H](C(=O)C=[N+]=[N-])N1C(=O)c2ccccc2C1=O	4.1
CCN(CC)S(=O)(=O)c1ccc(OC)c(NC(=S)Nc2cccc(C)c2)c1	-1.5
C[C@@H]1NC(=O)[C@H](CC(N)=O)NC(=O)c2cc([N+](=O)[O-])cc(I)c2OCC[C@@H](C(=O)NC(CC(=O)O)C(N)=O)NC1=O (some centres not stated)	1.4
CCc1nn2c(=O)cc(COc3ccc(/C=C4\C(=N)N5N=C(CC(C)C)SC5=NC4=O)cc3)nc2s1	2.2
COc1ccc(/C=C2\CCCc3c2nc2ccccc2c3C(=O)OCC(=O)c2c(N)n(C)c(=O)n(C)c2=O)cc1	-0.5
O=C(CN1C(=O)COc2ccc(S(=O)(=O)N3CCCC3)cc21)NC1CCCCCCC1	1.4
CC(c1cc2ccccc2s1)N(O)C(N)=O (configuration not stated)	-0.1
Cc1cc(C)n2nc(SCc3nnc(-c4ccc(F)cc4)o3)nc2n1	2.0
COc1ccc(CN2C(=O)Cc3c2nc(N)c2c(N)nc(N4CCCCC4)c(C#N)c32)cc1	-1.5
CCOc1ccc(C(=O)N/N=C/c2c(C)[nH]c(=O)[nH]c2=O)cc1	0.5
Cc1ccc(-n2cc(CN3CCC(CO)(Cc4ccccc4)CC3)cn2)cc1	-5.5
COc1cc2[nH]c(C(=O)NN)c(N)c2cc1OC	-6.2
CSc1ccc(CNc2ccccc2)cc1	-2.4
CN1CCN(CC(=O)N2c3ccccc3C(=O)Nc3cccnc32)CC1	2.6
CCOc1ccc(C2=NNC(c3cccs3)=Nc3ccc(OCC)cc32)cc1	1.5
O=C(Cc1cccs1)Nc1ccc(-c2nnn(CC(=O)N3CCOCC3)n2)cc1	1.6

Some of the entries so far, with the structure last.
NR2E3 agonist | molecule
-0.1 | CN(C)CCc1c[nH]c2ccc(C[C@H]3COC(=O)N3)cc12
-2.0 | Cc1ccc(-c2ccc(/C=N/NC(=O)c3ccccc3O)o2)cc1
-3.8 | CN(CC(=O)Nc1ccc(F)c(F)c1F)c1cnccn1
-2.5 | CC(N=c1ccccn1C(=O)Nc1ccc(Cl)cc1)c1ccco1 (configuration not stated)
-1.6 | COc1cc(NS(=O)(=O)c2ccc(NC(=O)c3ccc(S(=O)(=O)N4CCCC4)cc3)cc2)ncn1
2.7 | CC1(C)CC(=O)C=C(Nc2ccc3c(c2)CCC3)C1
4.1 | C[C@H](C(=O)C=[N+]=[N-])N1C(=O)c2ccccc2C1=O
-1.5 | CCN(CC)S(=O)(=O)c1ccc(OC)c(NC(=S)Nc2cccc(C)c2)c1
1.4 | C[C@@H]1NC(=O)[C@H](CC(N)=O)NC(=O)c2cc([N+](=O)[O-])cc(I)c2OCC[C@@H](C(=O)NC(CC(=O)O)C(N)=O)NC1=O (some centres not stated)
2.2 | CCc1nn2c(=O)cc(COc3ccc(/C=C4\C(=N)N5N=C(CC(C)C)SC5=NC4=O)cc3)nc2s1
-0.5 | COc1ccc(/C=C2\CCCc3c2nc2ccccc2c3C(=O)OCC(=O)c2c(N)n(C)c(=O)n(C)c2=O)cc1
1.4 | O=C(CN1C(=O)COc2ccc(S(=O)(=O)N3CCCC3)cc21)NC1CCCCCCC1
-0.1 | CC(c1cc2ccccc2s1)N(O)C(N)=O (configuration not stated)
2.0 | Cc1cc(C)n2nc(SCc3nnc(-c4ccc(F)cc4)o3)nc2n1
-1.5 | COc1ccc(CN2C(=O)Cc3c2nc(N)c2c(N)nc(N4CCCCC4)c(C#N)c32)cc1
0.5 | CCOc1ccc(C(=O)N/N=C/c2c(C)[nH]c(=O)[nH]c2=O)cc1
-5.5 | Cc1ccc(-n2cc(CN3CCC(CO)(Cc4ccccc4)CC3)cn2)cc1
-6.2 | COc1cc2[nH]c(C(=O)NN)c(N)c2cc1OC
-2.4 | CSc1ccc(CNc2ccccc2)cc1
2.6 | CN1CCN(CC(=O)N2c3ccccc3C(=O)Nc3cccnc32)CC1
1.5 | CCOc1ccc(C2=NNC(c3cccs3)=Nc3ccc(OCC)cc32)cc1
1.6 | O=C(Cc1cccs1)Nc1ccc(-c2nnn(CC(=O)N3CCOCC3)n2)cc1

2 of the compounds above, with the structure last.
NR2E3 agonist	Molecule
-1.5	CCN(CC)S(=O)(=O)c1ccc(OC)c(NC(=S)Nc2cccc(C)c2)c1
0.0	O=C(c1ccc(-c2ccccc2)cc1)c1ccc([N+](=O)[O-])cc1

The listing continues:
SMILES	NR2E3 agonist
Cc1n[nH]c(C)c1S(=O)(=O)N1CCCC(C(=O)Nc2ccc3c(c2)OCCO3)C1 (configuration not stated)	-2.5
COC(=O)CSc1nc2sc3c(c2c(=O)n1C1CCCCC1)CCN(C)C3	0.1
O=C(N/N=C(\Cc1ncc[nH]1)c1ccccc1)c1ccccc1	2.3
CN(CC(=O)NC(=O)NCc1ccco1)CC(=O)Nc1ccccc1Cl	3.6
Oc1c(Cl)cc(Cl)cc1C=Nc1ccccc1N1CCCC1	0.9
Cc1ccc(-c2csc(=S)n2CC(=O)OCC(=O)NCc2ccc(F)cc2)cc1	1.1
Cc1c(-c2ccncc2)oc2ccc(Br)cc2c1=O	-1.7
Cc1ccccc1OCCNc1cc(N2CCNCC2)ccc1[N+](=O)[O-]	5.1
COc1ccc(-c2nn(-c3ccccc3)cc2/C=N/NC(=O)c2ccc3c(c2)OCO3)cc1	2.2
Cn1c(=O)c2c(ncn2CC(=O)N/N=C/C=C\c2ccccc2[N+](=O)[O-])n(C)c1=O	4.1
CC(=O)c1cccc(OCC(=O)N(C)CC(=O)Nc2ccc(F)cc2)c1	5.0
N#Cc1c[nH]n2c(=O)c3c(nc12)CCCC3	2.2
COC(=O)C1=C(C)N(CC2CC2)C(=O)N[C@H]1c1ccc(Br)cc1	2.1
CC(C)(C)c1ccc(OC(=O)c2ccc(-n3cncn3)nc2)cc1	2.7
Cc1nc2c(C(=O)NCc3cccs3)cnn2c(C)c1Cc1ccc(F)cc1	-1.3
Cc1ccc(CNC(=O)Cc2csc(Nc3nc(=S)[nH]c4ccccc34)n2)cc1	-1.7
Cc1ccc(-c2nc(SCC(=O)NCCN3C(=O)CSC3=O)[nH]c2-c2ccc(C)cc2)cc1	-2.7
Cn1c(=O)c(Nc2ccc(Cl)cc2)c2c3c(cccc31)C(=O)c1ccccc1-2	1.8
CC1CCCC(C)N1/N=C/c1cc(Br)c(O)c(Br)c1 (configuration not stated)	7.4
Cc1ccc(C2(c3noc(CN(C)CCCN4CCOCC4)n3)CCCC2)cc1	-2.7
COC(=O)Cc1[nH]c(Cl)nc1C(N)=O	1.8
COC(=O)CCC(=O)OC1(C)C(=O)C2=COC(c3ccc(OC)cc3)=CC2=C(Br)C1=O (configuration not stated)	0.1
COc1ccccc1Nc1cc(C(=O)N2CCc3ccccc3C2)c2ccccc2n1	3.2
CC(C)c1nnc(NC(=O)CCC(=O)NC2CCCCC2)s1	3.0
